GAA850 FXN act: increases GAA850 frataxin promoter reporter activity. HEK293 lucGAA850 FXN promoter luciferase reporter, 24 h; percent of 10 µM SAHA response. activation, % at 6 µM. 360,000 tested, 0.56% active;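 active means activation above the average of all compounds screened plus 3 SD, cutoff fixed separately per campaign, cut at about 7.5% in these data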;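 further: 0% = DMSO wells and 100% = 10 µM SAHA wells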
DAX1 inh-1: inhibits human nuclear receptor DAX1; HEK293 Gal4-DAX1 luciferase reporter, luminescence; 340,000 tested, 0.99% active; inhibition, % at 6.75 µM; AID 504766;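 active means inhibition above the mean over all tested compounds plus 3 SD, cut at about 4.2% in these data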;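 further: 0% = DAX1-transfected cells with DMSO and 100% = empty-vector control cells with DMSO; inhibition shows as a rise in luminescence from relieved DAX1 repression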
hgDAF-12 ag: hgDAF-12 agonism, primary luciferase screen; HEK293 GAL4-hgDAF12 UAS-luciferase reporter, agonist luminescence; normalized to butyrate control; activation, % at 6.8 µM; 370,000 tested, 1.8% active; AID 687014;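 active means activation above a cutoff set at the mean of all screened compounds plus 3 SD, cut at about 10% in these data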;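 further: 0% = DMSO wells and 100% = sodium butyrate wells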
ADAM10 inh: ADAM10 inhibition, QFRET primary screen; O14672; recombinant ADAM10, EDANS/DABCYL FRET peptide cleavage, 3 h; inhibition, % at 7 µM; 370,000 tested, 0.62% active; AID 720582;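 active means inhibition above a per-campaign cutoff equal to the mean of compounds falling between control-based bounds plus 3 SD, cut at about 20% in these data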;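 further: 0% = DMSO wells while the 100% control is not disclosed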
sPLA2-III inh: Blocks human group III sPLA2 activity; Q9NZ20; QFRET BODIPY PC-A2 liposome hydrolysis, fluorescence; inhibition, % at 12.2 µM; 370,000 tested, 0.56% active;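 active means inhibition above mean plus 3 SD of compounds lying within the high and low control bounds, cut at about 19% in these data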;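 further: 0% = median of test compound wells and 100% = no enzyme DMSO wells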
DAX1 inh-2: inhibitors of DAX1 repression of SF-1 activated StAR promoter | HEK293T StAR-luciferase reporter, SF-1/DAX-1 repression relief | inhibition, % at 6.8 µM | 370,000 tested, 1.1% active | AID 652010;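 active means inhibition above the mean over all tested compounds plus 3 SD, cut at about 3.6% in these data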;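 further: 0% = DAX-1 cells with DMSO and 100% = cells lacking DAX-1 with DMSO; higher inhibition means more luminescence from relief of DAX-1 repression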
SMARCA2 act: activators of SMARCA2 function | AID 652017 | 370,000 tested, 1% active | activation, % at 9.1 µM | MG213 cells, MMTV-luciferase reporter, dexamethasone, overnight; in the data active means activation above about 7.8%;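 further: 0% = vehicle wells and 100% = reference activator wells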
GC-A act: GC-A (human) enzyme activation. P16066. HEK293 GC-A cells, cGMP TR-FRET, EC30 ANP; 0% at EC30 ANP, 100% saturating ANP. activation, % at 10 µM. 370,000 tested, 0.14% active; in the data active means activation above about 40%
hcDAF-12 act: activates DAF-12 receptor from parasite H. contortus; AID 652067; 370,000 tested, 1.4% active; activation, % at 6.8 µM; HEK293 hcDAF-12 lit1-tk-luc reporter, luminescence; 0% DMSO, 100% Δ7-dafachronic acid;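 active means activation above the mean of all tested compounds plus 3 SD, cut at about 5.5% in these data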;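 further: 100% = response to 3 µM Δ7-dafachronic acid high control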
GC-B act: GC-B (human) receptor activation | HEK293-GC-B cells, CNP EC30, cGMP TR-FRET; 0% at EC30 CNP, 100% saturating CNP | activation, % at 10 µM | 370,000 tested, 0.11% active | AID 1920062;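 active means activation at 10 µM reaching about 35% in either raw or pattern-adjusted values, limit read from the data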
Target sequence (P20594 whole entry, looked up): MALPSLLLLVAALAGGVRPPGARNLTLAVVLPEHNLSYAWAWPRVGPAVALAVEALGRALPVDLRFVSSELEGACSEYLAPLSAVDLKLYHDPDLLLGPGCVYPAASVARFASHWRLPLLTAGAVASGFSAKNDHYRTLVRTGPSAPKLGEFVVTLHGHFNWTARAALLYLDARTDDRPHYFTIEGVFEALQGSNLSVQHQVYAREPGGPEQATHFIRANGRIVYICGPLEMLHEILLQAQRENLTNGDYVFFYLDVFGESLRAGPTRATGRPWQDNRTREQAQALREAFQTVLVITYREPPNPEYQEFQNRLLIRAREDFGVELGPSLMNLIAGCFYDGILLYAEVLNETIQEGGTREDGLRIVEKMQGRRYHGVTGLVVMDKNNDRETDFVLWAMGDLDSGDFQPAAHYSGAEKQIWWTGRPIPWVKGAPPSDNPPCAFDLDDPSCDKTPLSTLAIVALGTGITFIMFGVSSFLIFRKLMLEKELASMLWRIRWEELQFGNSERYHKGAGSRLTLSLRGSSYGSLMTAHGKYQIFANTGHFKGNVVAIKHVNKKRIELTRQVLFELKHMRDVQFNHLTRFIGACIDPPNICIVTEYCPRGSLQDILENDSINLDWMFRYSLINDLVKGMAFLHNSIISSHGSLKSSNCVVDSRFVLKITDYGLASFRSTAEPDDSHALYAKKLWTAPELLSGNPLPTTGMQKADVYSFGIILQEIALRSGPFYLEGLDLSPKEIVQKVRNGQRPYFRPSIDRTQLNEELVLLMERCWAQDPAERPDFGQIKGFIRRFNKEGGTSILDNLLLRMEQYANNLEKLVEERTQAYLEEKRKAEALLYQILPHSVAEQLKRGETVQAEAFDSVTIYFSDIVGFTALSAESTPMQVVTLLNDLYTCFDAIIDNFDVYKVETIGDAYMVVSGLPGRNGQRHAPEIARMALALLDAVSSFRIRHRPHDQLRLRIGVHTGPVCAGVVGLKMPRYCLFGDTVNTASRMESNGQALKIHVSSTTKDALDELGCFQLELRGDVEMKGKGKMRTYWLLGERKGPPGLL
ssDAF12 agonist: S. stercoralis DAF-12 activation, primary screen; activation, % at 6.8 µM; HEK293 ssDAF-12/GRIP1 lit1-tk-luc reporter, luminescence; % of 3 µM dafachronic acid response; AID 652126; 370,000 tested, 1% active;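 active means activation above the mean over all tested compounds plus 3 SD, cut at about 0.9% in these data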;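 further: 0% = DMSO-only wells and 100% = 3 µM delta7-dafachronic acid wells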
* marks the source's active call; other numbers are inactive results; i = inactive; . = not tested or not shown.

Start of the listing, in advance (eleven entries):
SMILES	GAA850 FXN act	DAX1 inh-1	hgDAF-12 ag	ADAM10 inh	sPLA2-III inh	DAX1 inh-2	SMARCA2 act	GC-A act	hcDAF-12 act	GC-B act	ssDAF12 agonist
CCN(C(=O)CSc1nncn1-c1ccccc1)c1c(N)n(Cc2ccccc2)c(=O)[nH]c1=O	-1.8	0.8	-2.4	-4	17	0.2	-1	1	-0.9	-1	-0.6
COC(=O)[C@H](CCSC)NC(=O)Nc1cc(C)ccc1C	-0.2	-1.0	-2.5	-11	1	-0.1	-1	4	-1.6	3	-1.0
Nc1cc(Cl)ccc1C(=O)OCC(=O)N1CCCC1	2.5	0.8	2.9	i	-4	0.0	2	-1	0.7	8	-1.0
Cc1ccccc1Nc1nc(N)nc(CN2C(=O)NC3(CCCCC3C)C2=O)n1 (centres undefined)	-1.0	-0.2	-0.3	9	4	-0.2	0	2	-1.4	1	-1.1
COc1ccc(Cl)cc1CNCCCSc1ncccn1	2.9	1.8	0.3	-5	3	0.5	0	-10	-0.8	-4	-0.6
COc1ccc(-c2cc(C(F)(F)F)n3nc(C(=O)NCc4ccco4)c(Cl)c3n2)cc1	-1.6	-0.6	2.7	-3	0	0.1	0	8	0.9	5	-0.4
COc1ccc(-c2noc(CSc3nnc(Cc4ccccc4)n3-c3cccc(C)c3)n2)cc1OC	-0.4	-0.9	-2.0	8	-59	-0.4	4	-6	-1.6	-5	-2.0
C=CCn1c(SCC(=O)NCc2ccco2)nnc1-c1ccc2ccccc2n1	0.7	-0.7	1.6	0	-19	-0.8	8.3*	2	-4.0	4	-1.7
O=[N+]([O-])c1ccc2cn(-c3ccccc3)nc2c1	7.0	1.3	13*	8	-6	2.6	7	2	6.0*	-3	1.1*
COC(=O)CCC[C@H](C)[C@@H](NS(=O)(=O)c1ccc(C)cc1)C(C)(C)C	.	.	-1.8	-6	-2	-0.4	-4	-4	-2.0	-2	-1.7
COc1ccc(Cn2nnnc2C(c2ccncc2)N2CCOCC2)cc1 (centres undefined)	-2.2	0.0	0.8	0	7	-0.5	-3	0	-1.9	2	-1.5

This part in full, repeating the preview:
SMILES	GAA850 FXN act	DAX1 inh-1	hgDAF-12 ag	ADAM10 inh	sPLA2-III inh	DAX1 inh-2	SMARCA2 act	GC-A act	hcDAF-12 act	GC-B act	ssDAF12 agonist
CCN(C(=O)CSc1nncn1-c1ccccc1)c1c(N)n(Cc2ccccc2)c(=O)[nH]c1=O	-1.8	0.8	-2.4	-4	17	0.2	-1	1	-0.9	-1	-0.6
COC(=O)[C@H](CCSC)NC(=O)Nc1cc(C)ccc1C	-0.2	-1.0	-2.5	-11	1	-0.1	-1	4	-1.6	3	-1.0
Nc1cc(Cl)ccc1C(=O)OCC(=O)N1CCCC1	2.5	0.8	2.9	i	-4	0.0	2	-1	0.7	8	-1.0
Cc1ccccc1Nc1nc(N)nc(CN2C(=O)NC3(CCCCC3C)C2=O)n1 (centres undefined)	-1.0	-0.2	-0.3	9	4	-0.2	0	2	-1.4	1	-1.1
COc1ccc(Cl)cc1CNCCCSc1ncccn1	2.9	1.8	0.3	-5	3	0.5	0	-10	-0.8	-4	-0.6
COc1ccc(-c2cc(C(F)(F)F)n3nc(C(=O)NCc4ccco4)c(Cl)c3n2)cc1	-1.6	-0.6	2.7	-3	0	0.1	0	8	0.9	5	-0.4
COc1ccc(-c2noc(CSc3nnc(Cc4ccccc4)n3-c3cccc(C)c3)n2)cc1OC	-0.4	-0.9	-2.0	8	-59	-0.4	4	-6	-1.6	-5	-2.0
C=CCn1c(SCC(=O)NCc2ccco2)nnc1-c1ccc2ccccc2n1	0.7	-0.7	1.6	0	-19	-0.8	8.3*	2	-4.0	4	-1.7
O=[N+]([O-])c1ccc2cn(-c3ccccc3)nc2c1	7.0	1.3	13*	8	-6	2.6	7	2	6.0*	-3	1.1*
COC(=O)CCC[C@H](C)[C@@H](NS(=O)(=O)c1ccc(C)cc1)C(C)(C)C	.	.	-1.8	-6	-2	-0.4	-4	-4	-2.0	-2	-1.7
COc1ccc(Cn2nnnc2C(c2ccncc2)N2CCOCC2)cc1 (centres undefined)	-2.2	0.0	0.8	0	7	-0.5	-3	0	-1.9	2	-1.5
O=C(Nc1cccc(S(=O)(=O)NC2=NCCC2)c1)c1ccc(F)cc1F	-1.1	-0.9	-2.1	-14	3	-1.8	-4	1	-1.3	-1	-1.8
CCCCn1c(N)c(N(CC)C(=O)c2c(C)noc2C)c(=O)[nH]c1=O	-1.5	-0.7	-1.8	-26	15	-0.5	-5	0	-1.7	-1	-1.6
CC1=C(C(N)=O)C(c2ccncc2)n2nc(-c3ccccc3Cl)nc2N1 (centres undefined)	-0.3	1.6	1.8	-13	0	0.1	-2	-1	-0.7	-2	-0.6
CCCCc1c(-c2ccccc2OC)ncn1Cc1ccccc1	.	.	-2.5	2	-4	-0.4	-4	-20	-2.5	-19	-1.3
C[C@H](CO)N1C[C@H](C)[C@@H](CN(C)C(=O)Nc2ccnc(N3CCOCC3)c2)OCc2cn(nn2)CCCC1=O	.	.	-4.3	-16	6	1.1	-1	0	0.9	-2	-0.3
CCN(CC)c1ccc(NC(=O)c2ccc(Br)o2)c(C)c1	4.1	0.2	2.6	-4	13	-0.3	1	-5	-0.9	4	-0.5
CC(=O)Nc1cccc(OCCCNC(=O)c2cccc3ccccc23)c1	1.3	.	1.9	-4	5	-0.4	-3	-7	1.8	1	-1.0
COc1ccc(C2CC(=O)C(C=NCCN3CCN(C(C)=O)CC3)=C(O)C2)cc1 (centres undefined)	-3.0	-1.3	-1.3	5	5	-0.1	2	2	-1.3	1	-0.8
CCOc1ccccc1N(CC(=O)NCC1CCCO1)C(=O)CCC(=O)Nc1ccccn1 (centres undefined)	0.6	0.2	2.9	0	-2	-0.1	-3	-2	0.8	2	-0.4
C/C(=N\NC(=O)c1nnn(-c2nonc2N)c1CN1CCOCC1)c1ccc(CC(C)C)cc1	0.2	-0.2	-3.4	-3	1	0.0	-2	2	-0.7	1	-0.9
C=CC[C@@H](CC(=O)NCCO)C(=O)N[C@@H](C)COC(=O)[C@@H](CC=C)Cc1ccc(F)cc1	1.9	-0.3	-2.6	-3	5	-0.6	1	-2	-0.4	-1	-1.0
Cc1cccc(C)c1NC(=O)COC(=O)C1C2CC3OC(=O)C1C3C2 (centres undefined)	0.2	5.2*	-1.5	3	1	-0.2	-2	2	0.2	0	-1.2
CN(CC(=O)Nc1ccc(N2CCOCC2)cc1)C(=O)CC(c1ccccc1)c1ccccc1	-2.7	-0.1	-4.5	-7	-9	-1.5	-2	-2	2.8	1	0.4
Cc1ccc(F)c(NC(=S)Nc2cccc3ccccc23)c1	-0.5	0.4	0.8	-235	14	0.3	0	-2	4.8	-4	-0.2

Next structures
SMILES	GAA850 FXN act	DAX1 inh-1	hgDAF-12 ag	ADAM10 inh	sPLA2-III inh	DAX1 inh-2	SMARCA2 act	GC-A act	hcDAF-12 act	GC-B act	ssDAF12 agonist
COC(=O)[C@]12C[C@H](CC(=O)N3CCCCC3)C(=O)N(Cc3ccc4c(c3)OCO4)C1=C[C@H](C(C)(C)C)O[C@@H]2C	.	.	-1.2	-3	0	0.1	-6	-5	-0.2	-8	-1.1
O=C(Cc1ccc(Cl)cc1)NCc1ccccc1Cl	2.9	2.8	-0.3	-8	-1	2.0	1	-4	0.2	-3	-1.1
COc1cc2c(cc1OC)C1C(C(=O)Nc3ccccc3N3CCN(C)CC3)c3ccccc3C(=O)N1CC2 (centres undefined)	-7.5	-0.1	2.3	-8	10	0.1	-3	-28	-2.5	-15	-1.1
CCCCNc1c(-c2cccc(OC)c2)nc2nc(C)cc(C)n12	.	.	2.0	-45	8	-0.8	0	13	-2.0	4	-0.9
CCOc1ccccc1-n1c(N)c(C(N)=O)sc1=S	-2.2	1.0	-1.2	6	13	-0.5	-5	4	-0.8	5	-1.0
CN1CCN(c2ccc(Nc3ccnc4cc(Cl)ccc34)cc2)CC1	-1.4	-1.8	2.0	-6	-3	0.1	16*	3	0.4	-6	-1.2
O=C(c1cc(-c2ccc(Cl)cc2)nc2ccccc12)N1CCN(c2ncccn2)CC1	.	.	3.3	-9	6	0.4	0	5	1.6	2	0.0
CSC1=NC(NCCCO)c2c(sc3c2CC(C)(C)OC3)N1 (centres undefined)	1.7	-0.2	-2.1	i	-1	-1.0	1	5	-1.2	-6	-1.1
Cc1nnc(NC(=O)c2ccncc2)s1	0.1	0.6	-1.6	-1	3	0.1	-1	1	0.5	3	-1.0
COc1ccc(C(=O)NCCCN(C)CCCNC(=O)c2ccc(OC)cc2)cc1	1.9	-0.6	-1.7	5	-1	0.3	-1	-1	-2.0	1	-0.8
C=CCn1c(O)c2ccc(C(=O)N=NC(=O)c3ccc(F)cc3)cc2c1O	-0.5	0.6	0.3	-5	-2	0.9	1	2	-0.9	-1	-0.9
COc1ccc(-c2ccc3c(c2)S(=O)(=O)c2cccc(C(=O)NC4CC4)c2C3=O)cc1OC	-0.4	2.0	2.0	-9	8	0.0	0	1	-1.2	-6	-0.8
CC1CCCC(C)N1C(=O)COC(=O)c1ccc([N+](=O)[O-])o1 (centres undefined)	0.3	-0.8	-2.6	-3	-4	0.8	5	-1	0.7	7	-1.5
N#CCCn1cc(CNC2CCC(O)CC2)c2ccccc21 (centres undefined)	0.9	1.7	4.7	4	-1	0.2	2	-4	1.2	-3	-1.2
Cc1cccc(NC(=O)c2ccc3nsnc3c2)c1C	0.8	0.5	4.8	-2	0	0.5	1	-1	1.0	-1	-1.8
O=C(NNc1nc(Nc2ccccc2)nc(N2CCOCC2)n1)Nc1ccc(Cl)cc1	2.6	-1.2	-3.1	4	-2	-0.2	-7	7	-2.5	0	-1.7
CC1CCC(NC(=O)C2CCC(CNS(=O)(=O)c3ccc4c(c3)C(C)(C)C(=O)N4C)CC2)CC1 (centres undefined)	-2.4	.	-1.0	-11	0	-0.9	-3	0	-0.1	4	-0.8
CC1CCCCC1NC(=O)CN1CCN(S(=O)(=O)c2ccc(Br)s2)CC1 (centres undefined)	0.6	-0.2	0.4	7	-18	-0.8	0	0	-1.4	0	-1.1
CCOC(=O)Cc1ccc(Nc2nc(NCc3ccccc3)nc3ccsc23)cc1	-2.7	.	-5.1	-40	-12	-3.2	-4	3	-3.0	6	-1.3

Screening results from PubChem BioAssay.
